Screening results (PubChem BioAssay)
sdo1 growth: compounds rescuing growth of sdo1-depleted yeast, bone marrow failure model; 0.21% of 140,000 active; z-score at 10 µM; S. cerevisiae sdo1-depleted JHY4D growth rescue, OD600 30 h; stronger effect = higher value; pdr5 snq2 efflux-pump mutant strain;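 active means z-score above 3 at both the 24 hr and the 30 hr optical density reads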;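 further: z-score against mean and SD of all compound wells on the same plate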
INS promoter inh: TRM-6 insulin promoter activity inhibition. 0.9% of 130,000 active. inhibition, % at 2 µM. TRM-6 cells (human fetal islet line), insulin promoter-eGFP reporter, imaging; reporter expression induced with tamoxifen. AID 1273;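 active means inhibition above the mean plus 3 SD, with well images judged a real hit on visual review, cut at about 60% in these data, passing the limit was not always enough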
sdo1 growth Rescue 24 h: further read-out of sdo1 growth, marked with its call; z-score; S. cerevisiae sdo1-depleted JHY4D growth rescue, OD600; measured here: growth rescue at 24 h;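 0 is the plate mean of compound wells and units are plate SD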
* = called active by the depositor; / = no result given. This is a random part of the collection; about 0.94% have a hit in one of these screens.

| sdo1 growth | sdo1 growth Rescue 24 h | INS promoter inh | structure |
| --- | --- | --- | --- |
| -2 | -1.4 | 6 | CCC(C)n1cnc2c(c1=O)c1nc3ccccc3nc1n2Cc1ccccc1OC (stereo not given) |
| 0.75 | 0.92 | / | CCOC(=O)CSc1nnc(Cc2cc(=O)[nH]c(=O)[nH]2)n1-c1cccc(OC)c1 |
| -0.48 | 0.1 | -3 | CC(Sc1nc(-c2ccccc2)cc(C(F)(F)F)n1)C(=O)Nc1sc2c(c1C(N)=O)CCC2 (stereo not given) |
| / | / | 27 | COc1ccc(-c2nnc(NC(=O)C3CC3)o2)cc1 |
| -1.3 | -0.78 | / | Cc1nc2c(-c3ccc(F)cc3)c(C)nn2c(C)c1CCC(=O)NC(C)CCc1ccco1 (stereo not given) |
| 0.68 | 0.28 | 12 | CCn1c(SCC(=O)NCc2cccs2)nnc1-c1cccs1 |
| -0.67 | -0.47 | 7 | CCOC(=O)CSc1nc(C(C)(C)C)cc(C(F)(F)F)c1C#N |
| -0.3 | -0.66 | 14 | Cn1c2ccccc2c(=O)n2c(=O)c3ccccc3cc12 |
| 1.4 | 1.6 | / | CCCN1C(=O)c2cc(C(=O)NC3CCCCCC3)ccc2C1O (stereo not given) |
| 2.7 | 3.1 | -15 | CCOC(=O)c1c(NC(=S)Nc2ccc(C)cc2)sc2c1CCC2 |
| 0.29 | 0.14 | -9 | CCn1nc(C)c(C2C(C#N)=C(N)Oc3n[nH]c(C)c32)c1C (stereo not given) |
| / | / | 6 | Cc1cccc(N(C)S(=O)(=O)c2ccc3c(c2)NC(=O)CC(=O)N3)c1 |
| 1.8 | 2.9 | 13 | Cc1ccc(N(CC(O)CN2CCCC2)S(=O)(=O)c2ccccc2)cc1 (stereo not given) |
| -0.86 | 0.44 | / | CCSc1nnc(NC(=O)CSc2nc(CC)nc3c2c(=O)n(C)c(=O)n3C)s1 |
| -0.26 | -0.47 | / | O=C(CN1CCCc2ccccc21)NC(=O)NCc1ccco1 |
| -0.26 | 0.61 | 16 | O=C(NNC(=O)c1cccnc1)Nc1ccc(Cl)c(Cl)c1 |
| 1.6 | 1.3 | / | Cc1ccc(CNC(=O)CSc2nc3[nH]ncc3c(=O)[nH]2)cc1 |
| 1.5 | 1.6 | 37 | O=C(NCC(=O)N(Cc1ccco1)C(C(=O)NC1CCCC1)c1ccncc1)c1cccs1 (stereo not given) |
| 0.19 | -0.36 | 27 | COCCNC(=O)C1CC(c2ccc(F)cc2)=NO1 (stereo not given) |
| -0.05 | 0.06 | / | CCCOC(=O)Cc1c(O)c2ccccc2[nH]c1=O |
| -0.88 | -0.63 | 60 | COc1ccc(OCC(=O)Nc2cc(C)c(Cl)cc2OC)c([N+](=O)[O-])c1 |
| 0.58 | 0.13 | 6 | COc1cccc(-n2cnnn2)c1 |
| / | / | 23 | CC(=O)Nc1cc[n+](C(C)C(=O)c2ccc(Cl)cc2)cc1 (stereo not given) |
| / | / | -16 | O=[N+]([O-])c1ccc(N2CCN(C(=S)Nc3ccc(F)cc3F)CC2)cc1 |
| / | / | 0 | COc1ccc(C(=O)NNC2=NCCCCC2)cc1 |
| 1 | 0.47 | / | COc1c(C)cccc1C(=O)Nc1ccc(N2CCN(S(C)(=O)=O)CC2)cc1 |
| 0.27 | -0.09 | 0 | O=c1oc(Nc2cccc(F)c2)nc2ccccc12 |
| 0.81 | 0.57 | -7 | CCOc1ccc(-c2[nH]nc3c2C(c2cccnc2)C(C#N)=C(N)O3)cc1 (stereo not given) |
| 0.52 | -0.15 | 57 | O=C(COC(=O)c1cc(S(=O)(=O)N2CCOCC2)ccc1O)NCC1CCCO1 (stereo not given) |
| / | / | -25 | CC(C)Cn1c(N)c(C(=O)COC(=O)c2ccc([N+](=O)[O-])o2)c(=O)n(C)c1=O |
| 0.69 | 0.16 | / | N#Cc1nc(Cc2cccc3ccccc23)oc1NCCCn1ccnc1 |
| -0.2 | 0.19 | -10 | CCCN1C(=O)/C(=C/c2nc3ccccc3c(=O)[nH]2)c2ccccc21 |
| -1.1 | -0.94 | -62 | CCOC(=O)c1c(NC(=O)C2=C(C)NC(=S)NC2c2ccc(F)cc2F)sc(C)c1C (stereo not given) |
| -0.75 | 0.08 | 27 | COc1ccccc1-n1nnnc1SCc1cc2c(cc1Br)OCO2 |
| -0.65 | -0.85 | 52 | Cc1nn(Cc2ccccc2Cl)c2sc(C(=O)NC(C)(C)C)cc12 |
| 0.33 | -0.58 | -16 | CC(C(=O)N1CCN(c2ccccc2)CC1)N1C(=O)C2CC=CCC2C1=O (stereo not given) |
| -0.7 | -0.68 | / | CC(C)C(=O)Nc1ccc(C(=O)NNC(=O)CCCOc2ccc(Cl)cc2Cl)cc1 |
| / | / | -42 | OC1(c2cccs2)CN(c2ccc(Cl)cc2)C2=[N+]1CCCS2 (stereo not given) |
| 0.48 | 0.4 | -27 | O=C(COC(=O)/C=C/c1ccc(S(=O)(=O)N2CCCCCC2)cc1)NCc1ccccc1Cl |
| -1 | -0.44 | -4 | CC(C)=C1SC(N2CCN(c3cccc(C)c3)CC2)=NC1=O |
| -0.09 | 0.01 | / | O=C(OCC(=O)N(C1CCCCC1)C1CCCCC1)c1cnccn1 |
| -0.24 | -0.19 | -43 | CCOc1ccc(C(=O)NC(C(=O)NCc2ccccn2)C(C)C)cc1 (stereo not given) |
| 0.39 | 0.33 | 22 | CC(C)(C)c1cc[n+](-c2nc([O-])sc2C=O)cc1 |
| 1.6 | 3.8 | -3 | CCOc1cc2[nH]c(=S)n(Cc3ccc(C(=O)NCCOC)cc3)c(=O)c2cc1OCC |
| / | / | 0 | CN(C(=O)COC(=O)/C=C/c1ccc(S(=O)(=O)N2CCc3ccccc32)cc1)C1CCS(=O)(=O)C1 (stereo not given) |
| -0.12 | -0.54 | 29 | Cc1ccc(Cl)cc1N1CCN(C(c2ccc(C#N)cc2)c2nnnn2C2CCCC2)CC1 (stereo not given) |
| 0.32 | 0.35 | 50 | Cc1cc(C(=O)O)ccc1-n1c(C)ccc1C |
| 0.35 | -0.71 | 67 | O=C1NC(c2ccncc2)C(C(=O)c2cccs2)C(O)(C(F)(F)F)N1 (stereo not given) |
| / | / | -21 | COc1ccc(N(CC(=O)N/N=C/c2cccs2)S(=O)(=O)c2ccccc2)cc1 |
| -2 | -2.6 | / | Cc1cc(Oc2nc3c(C)cccn3c(=O)c2/C=C(\C#N)S(=O)(=O)c2ccc(Cl)cc2)ccc1Cl |

Carrying on:
| sdo1 growth | sdo1 growth Rescue 24 h | INS promoter inh | structure |
| --- | --- | --- | --- |
| 0.7 | 1.2 | 15 | COc1c(F)c(F)c(C(=O)Nc2ccccc2N2CCN(C(C)=O)CC2)c(F)c1F |
| / | / | 59 | C=CCNc1nc(Nc2ccc([N+](=O)[O-])cc2)nc(N2CCCC2)n1 |
| -0.12 | -0.61 | / | COc1ccc(Cl)cc1N1C(=O)C2CCCN2C1c1ccccc1F (stereo not given) |
| -1.2 | -1.4 | 8 | CS(=O)(=O)N(CC(=O)NCCC1=CCCCC1)c1ccc2c(c1)OCO2 |
| 0.33 | 0.03 | -88 | COCCN(C(=O)Cn1nnc2ccccc21)C(C(=O)NC1CCCCC1)c1ccc(OC)cc1OC (stereo not given) |
| -0.12 | -0.73 | -4 | CCCNc1ccc(S(=O)(=O)N(CC)CC)cn1 |
| 0.36 | -0.08 | 56 | C=CCNc1ncnc2c1[nH]c1ccccc12 |
| / | / | -9 | Cc1ccc(NC(=O)CCS(=O)(=O)c2cccc3nonc23)cc1 |
| 0.19 | -0.41 | -3 | CCOc1ccc(C2SCC(=O)N2c2c(C)n(C)n(-c3ccccc3)c2=O)cc1 (stereo not given) |
| -0.28 | -0.47 | 15 | CCCC/C(O)=C1\C(=O)CC(C)(C)CC1=Nc1ccccc1OC |
| -0.24 | -0.32 | -56 | O=c1c2c([nH]c3ccccc13)C(=C1CCCC1)CC2 |
| -0.61 | -0.38 | 27 | COC(=O)c1sc2ccccc2c1NC(=O)c1ccc(S(=O)(=O)N2CC(C)CC(C)C2)cc1 (stereo not given) |
| 0.87 | 0.77 | / | OC(C#CCN1CCCC1)c1ccccc1 (stereo not given) |
| -0.92 | -1 | 14 | CCOC(=O)c1nnn(-c2nonc2-n2cccc2)c1CN1CCC(C(=O)OCC)CC1 |
| 0.81 | 0.84 | 19 | O=C(CN1C(=O)C2CC=C(Cl)CC2C1=O)Nc1ccc(C(=O)O)cc1 (stereo not given) |
| / | / | 14 | Cc1ccc(/C=N/N2CCN(Cc3ccccc3)CC2)cc1 |
| 0.75 | -0.05 | -3 | O=C(CN1CCCCC1)NC(=O)NCc1ccccc1 |
| 0.26 | -0.51 | -323 | Cc1cc(Cl)c(S(=O)(=O)N(C)C)cc1OCC(N)=O |
| -1.7 | -0.8 | -31 | N/C(Cc1ccccc1)=N\OC(=O)c1cccc2ccccc12 |
| 0.67 | 0.72 | -31 | O=C(CC12CC3CC(CC(C3)C1)C2)N1CCCOC1 |
| 0.45 | 0.54 | -31 | COC(=O)NNC(=O)COc1ccccc1C |
| -0.54 | -0.98 | 28 | CNc1nc(C)c(C(=O)OCc2ccccc2)s1 |
| / | / | -33 | NCCNc1cc(N2CCCC2)ccc1[N+](=O)[O-] |
| -0.14 | -0.77 | / | Cc1ccc(-c2cc(=O)[nH][nH]2)c(C)c1 |
| -0.77 | -1.1 | 20 | Cc1csc(C(C#N)C(=O)c2ccc(S(=O)(=O)N3CCCC3)cc2)n1 (stereo not given) |

Some values from the entries so far:
sdo1 growth Rescue 24 h result of COc1ccc(Cl)cc1N1C(=O)C2CCCN2C1c1ccccc1F (stereo not given) → -0.61
sdo1 growth Rescue 24 h result of O=C(CC12CC3CC(CC(C3)C1)C2)N1CCCOC1 → 0.72
sdo1 growth result of Cc1csc(C(C#N)C(=O)c2ccc(S(=O)(=O)N3CCCC3)cc2)n1 (stereo not given) → -0.77
sdo1 growth Rescue 24 h result of COC(=O)NNC(=O)COc1ccccc1C → 0.54
sdo1 growth result of C=CCNc1ncnc2c1[nH]c1ccccc12 → 0.36
sdo1 growth result of O=C(CN1C(=O)C2CC=C(Cl)CC2C1=O)Nc1ccc(C(=O)O)cc1 (stereo not given) → 0.81
sdo1 growth Rescue 24 h result of CS(=O)(=O)N(CC(=O)NCCC1=CCCCC1)c1ccc2c(c1)OCO2 → -1.4

(more compounds)
| sdo1 growth | sdo1 growth Rescue 24 h | INS promoter inh | structure |
| --- | --- | --- | --- |
| 0.74 | 0.87 | -7 | NNC(=O)C1CC1c1ccc(Cl)cc1 (stereo not given) |
| -0.06 | -0.1 | / | CCCC1=NN(C(=O)Cc2ccc(OC)cc2)C(O)(C(F)(F)F)C1 (stereo not given) |
| -0.14 | 0.27 | 10 | CCOc1ccc(/C=C2\SC(=S)N(Nc3ccccc3)C2=O)cc1OC |
| / | / | 43 | CCOc1cc(/C=N/NC(=O)c2cccnc2)ccc1OCC(=O)N(C)C |
| / | / | 15 | CCC(C)C(=O)Nc1nccs1 (stereo not given) |
| -1.3 | -1 | -3 | CC(C)(C)c1ccc(C(=O)N/C(=C\c2cccs2)C(=O)NCc2ccco2)cc1 |
| 0.16 | -0.07 | / | CS(=O)(=O)N1CCCC(C(=O)NCc2cccs2)C1 (stereo not given) |
| -1.3 | -1.2 | 26 | Cn1c(C(=O)N(Cc2ccccc2)Cc2ccccn2)cc2sccc21 |
| 0.28 | -0.14 | 29 | Cc1cc(NS(=O)(=O)c2ccccc2)n(-c2ccccc2)n1 |
| -1.2 | -0.89 | 6 | COc1ccc(C(=O)N2CCCC(c3nc(-c4cccs4)no3)C2)cc1OC (stereo not given) |
| 0.75 | 0.58 | 9 | O=C(NC1CCCCNC1=O)c1ccc(Cl)cc1 (stereo not given) |
| 0.54 | 0.87 | 74* | O=C(NC(=S)Nc1ccc(S(=O)(=O)Nc2nccs2)cc1)c1cccc(F)c1 |
| 0.21 | -0.84 | -105 | COC(=O)c1c(NC(=O)c2ccco2)sc(C(=O)N(C)C)c1C |
| / | / | -17 | Cc1ccc(C)c(NC(=O)COC(=O)CCc2ccc(S(=O)(=O)N3CCOCC3)cc2)c1 |
| -0.06 | 0.45 | 8 | CCCCc1ccc(NC(=O)COc2ccc(C(=O)Nc3ccccc3OC)cc2)cc1 |
| -0.38 | -0.21 | -41 | O=C(OC(C(=O)NCc1ccco1)C(OC(=O)c1ccccc1)C(=O)NCc1ccco1)c1ccccc1 (stereo not given) |
| -0.46 | -0.14 | / | Cc1ccc(NC(=O)COC(=O)CCC(=O)c2ccc(Cl)cc2)cc1S(=O)(=O)N(C)C |
| -0.08 | -0.2 | 3 | N/C(=N\OC(=O)Cc1ccccc1[N+](=O)[O-])c1ccncc1 |
| -0.7 | 0.5 | -47 | Cc1cc(C)nc(N/C(=N\S(=O)(=O)Cc2ccccc2)Nc2ccc(F)c(Cl)c2)n1 |
| 1.2 | 1.6 | -22 | CCOC(=O)c1c(-c2ccc(C)c(C)c2)csc1NC(=O)C1CC=CCC1C(=O)O (stereo not given) |
| / | / | -4 | COc1cc(OC)c(CN2CCC(CO)(CCOc3ccccc3)CC2)c(OC)c1 |

A second format for 5 compounds above:
SMILES	sdo1 growth	sdo1 growth Rescue 24 h	INS promoter inh
COC(=O)c1c(NC(=O)c2ccco2)sc(C(=O)N(C)C)c1C	0.21	-0.84	-105
Cc1ccc(C)c(NC(=O)COC(=O)CCc2ccc(S(=O)(=O)N3CCOCC3)cc2)c1	/	/	-17
CCCCc1ccc(NC(=O)COc2ccc(C(=O)Nc3ccccc3OC)cc2)cc1	-0.06	0.45	8
O=C(OC(C(=O)NCc1ccco1)C(OC(=O)c1ccccc1)C(=O)NCc1ccco1)c1ccccc1 (stereo not given)	-0.38	-0.21	-41
Cc1ccc(NC(=O)COC(=O)CCC(=O)c2ccc(Cl)cc2)cc1S(=O)(=O)N(C)C	-0.46	-0.14	/
